# PRMT1 inh = PRMT1 (human) inhibition, primary screen; Q99873; 370,000 compounds, 1.3% hits; recombinant PRMT1, activity-based probe fluorescence polarization; inhibition, % at 2.79 µM; AID 652257;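 active = inhibition above about 21% made by adding two undisclosed values, limit read from the data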
# TCR-CD3 inh = blocks the human TCR-CD3 interaction. TAMRA-labeled TCR probe fluorescence, biochemical. inhibition, % at 9.4 µM. 360,000 compounds, 0.37% hits; in the data active = inhibition above about 19%;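 note: recombinant mutant TCR 2C K166C tagged with TAMRA read by polarization; 0% = receptor in buffer alone and 100% = receptor with positive control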
# HTRA1 inh = HTRA1 (human) protease inhibition; Q92743; recombinant HTRA1, FP-rhodamine activity-based probe, fluorescence polarization; inhibition, % at 5.96 µM; 340,000 compounds, 0.5% hits; AID 504803; in the data active = inhibition above about 36%;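 note: 0% = enzyme with DMSO and 100% = wells lacking enzyme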
# SIAE inh = human SIAE inhibition, primary screen; SIAE FP-Rh probe binding, fluorescence polarization; AID 1053197; inhibition, % at 9.66 µM; 370,000 compounds, 0.69% hits; Q9HAT2;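 active = inhibition above a cutoff: mean of compounds within the control limits plus 3 SD of those, cut at about 17% in these data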;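 note: 0% = plate median of compound wells and 100% = probe without SIAE protein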
# Target sequence (Q9HAT2 whole entry, looked up): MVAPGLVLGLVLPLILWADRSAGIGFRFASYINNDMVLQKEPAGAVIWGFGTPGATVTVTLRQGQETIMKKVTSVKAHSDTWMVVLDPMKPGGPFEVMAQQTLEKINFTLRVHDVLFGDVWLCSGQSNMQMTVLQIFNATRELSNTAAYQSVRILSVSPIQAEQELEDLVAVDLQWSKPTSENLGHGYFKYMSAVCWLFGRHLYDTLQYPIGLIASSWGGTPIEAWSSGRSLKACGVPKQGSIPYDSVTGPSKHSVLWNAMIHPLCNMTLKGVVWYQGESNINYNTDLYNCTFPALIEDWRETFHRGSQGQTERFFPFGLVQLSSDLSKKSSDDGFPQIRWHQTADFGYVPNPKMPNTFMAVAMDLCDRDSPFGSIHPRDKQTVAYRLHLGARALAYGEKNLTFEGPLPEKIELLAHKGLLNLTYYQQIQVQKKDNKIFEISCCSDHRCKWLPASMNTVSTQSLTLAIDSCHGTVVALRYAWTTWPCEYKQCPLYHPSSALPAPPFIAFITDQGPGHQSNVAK
# Rev-erbA mod = modulators of human Rev-erb alpha DNA binding; AID 1259318; P20393; 370,000 compounds, 0.79% hits; Rev-erbα–FITC-DNA binding, fluorescence polarization, 90 min; activity, % at 10 µM;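 active = activity above about 14%, limit read from the data; passing the limit was not always enough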;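 note: 0% = DMSO wells with 35 nM protein and 100% = DMSO wells with 750 nM protein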
# TDP2 inh = TDP2 (human) inhibition, absorbance primary screen | 370,000 compounds, 0.34% hits | O95551 | AID 720702 | recombinant TDP2, T5PNP hydrolysis, p-nitrophenol absorbance 415 nm | inhibition, % at 12.8 µM;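 active = inhibition above the mean of all tested compounds plus 3 SD, set per campaign, cut at about 25% in these data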;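 note: 0% = DMSO with enzyme and 100% = buffer with substrate but no TDP2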
#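 Incubation: 2 h at 37 °C; Test system: recombinant human TDP2; Quantity: enzyme 120 nM; Read-out basis: percent inhibition; Medium: 50 mM Tris-HCl pH 7.5 with Mg2+, KCl, DTT, BSA; Repeats: single replicate; Compound: 12.8 µM single point, 1% DMSO; Signal: epi absorbance; Reagent: 5 mM T5PNP chromogenic substrate; Benchmarks: no-enzyme high, DMSO-plus-enzyme low.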
# PG9 binder = small molecules binding HIV-1 gp120 antibody PG9; 360,000 compounds, 0.43% hits; TR-FRET gp120-PG9 antibody binding; inhibition, % at 6.7 µM; AID 624416; in the data active = inhibition above about 8.5%
# rCAG RNA binder = r(CAG) repeat RNA binding; TO-PRO-1 dye displacement fluorescence; inhibition, % at 3 µM; 370,000 compounds, 1.3% hits;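 active = inhibition above the plate cutoff, the mean of all test compounds on that plate plus 3 SD, cut at about 35% in these data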;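 note: 0% = DMSO alone and 100% = 100 µM mitoxantrone as full dye displacement; higher means more dye released from RNA so lower well fluorescence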
# ABHD4 inh = ABHD4 (mouse) inhibition, primary FP screen. AID 720543. purified mABHD4, FP-Rh probe fluorescence polarization. Q8VD66. 370,000 compounds, 0.54% hits. inhibition, % at 8.92 µM;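 active = inhibition exceeding the mean over every tested compound plus 3 SD, cut at about 30% in these data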;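 note: 0% = plate median of compound wells and 100% = S159A mutant with DMSO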
# Target sequence (Q8VD66 whole entry, looked up): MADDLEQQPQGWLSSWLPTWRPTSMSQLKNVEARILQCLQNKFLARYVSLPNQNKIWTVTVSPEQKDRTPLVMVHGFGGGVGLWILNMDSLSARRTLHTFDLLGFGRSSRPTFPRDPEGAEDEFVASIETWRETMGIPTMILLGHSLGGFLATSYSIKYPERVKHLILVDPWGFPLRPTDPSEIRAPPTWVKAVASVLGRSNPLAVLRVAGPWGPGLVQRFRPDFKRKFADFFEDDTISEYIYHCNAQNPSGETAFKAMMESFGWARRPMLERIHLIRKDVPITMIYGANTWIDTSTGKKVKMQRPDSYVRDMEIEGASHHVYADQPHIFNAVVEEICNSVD
#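 Material: mouse ABHD4 enzyme, wild type; Benchmarks: S159A mutant high control, sample median low control; Buffer or medium: HEPES pH 7.0, NaCl, Pluronic buffer; Signal: fluorescence polarization; Read-out: percent inhibition of probe binding, normalized to plate controls; Timing: pre-incubation 45 min, probe exposure 60 min, at 25 °C; Dosing: 8.92 µM, single dose.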
# LEDGF integ inh = blocks HIV-1 LEDGF/p75-dependent DNA integration. TR-FRET IN-LEDGF/p75 DNA integration, Eu/Cy5. inhibition, % at 3.7 µM. 370,000 compounds, 0.64% hits. AID 743269;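 active = inhibition above the screen-wide mean plus 3 SD, cut at about 13% in these data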;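 note: signal is the Cy5 over europium emission ratio at 671 and 618 nm; 0% = plate median of compound wells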
# * marks the source's active call; other numbers are inactive results; · = no result given.
SMILES,PRMT1 inh,TCR-CD3 inh,HTRA1 inh,SIAE inh,Rev-erbA mod,TDP2 inh,PG9 binder,rCAG RNA binder,ABHD4 inh,LEDGF integ inh
O=C(NCc1cccs1)Nc1cccs1,4.4,-2.9,7.3,0.3,3.0,5.5,0.8,5.3,6.8,1.6
Cc1cc(C)n(CCNC(=O)c2cc(COc3c(F)cccc3F)on2)n1,0.2,6.0,3.3,3.1,2.1,3.9,-0.8,-5.7,2.7,3.1
Cc1cc(C)c(Cn2cnc3ccccc32)c(C)c1,1.5,-0.5,-9.4,0.7,-2.4,-3.8,1.2,-7.2,-1.9,0.2
COC(=O)c1sccc1NC(=O)CSc1ccccc1NS(=O)(=O)c1ccc(Cl)cc1,1.1,5.0,-28.8,-5.0,4.4,-0.3,1.0,32.2,-22.2,0.1
COCC(=O)n1nc(-c2ccc(C)cc2)nc1NCc1ccc(F)cc1,-2.5,1.9,-0.2,-0.7,-1.2,6.4,-0.2,-3.0,0.5,0.7
COc1ccc(Nc2nc(C(F)(F)F)nc(C)c2C#N)cc1,1.7,-7.3,2.3,1.2,1.3,4.5,1.2,-1.9,5.9,1.0
C=CCn1c(Cc2cccs2)nnc1SCC(=O)Nc1ccc(C)cc1,3.3,·,·,1.4,-3.7,1.8,·,0.9,6.1,-0.4
NC(N)=NS(=O)(=O)c1ccc(NC(=S)NC(=O)Cc2ccc(Cl)cc2)cc1,3.0,-2.5,-3.1,0.0,6.6,1.5,2.1,5.0,-9.8,-0.8
O=C(O/N=C/c1ccc(Br)cc1)c1ccc(F)cc1,0.9,2.2,5.1,-0.1,2.8,7.4,-0.9,-1.1,3.0,2.0
OCCC1CCCCN1CC(O)COCc1ccc(Cl)cc1 (configuration not stated),-4.0,6.2,-3.8,5.8,9.0,21.8,-0.5,-0.4,3.8,0.3
c1ccc(-c2ccccc2OCCN2CCOCC2)cc1,1.0,1.5,4.3,9.6,-2.5,17.1,-1.8,-1.4,23.8,3.9
Cc1cc(SCC(=O)NCCN2C(=O)CSC2=O)nc2ccccc12,-2.8,6.8,-3.9,8.2,3.6,1.8,1.5,0.4,0.8,24.8*
O=C(OCC(=O)N(Cc1ccccc1)Cc1ccccc1)c1cccc(O)c1,1.8,5.2,-2.1,-1.5,-0.9,-5.1,-0.5,5.1,1.3,-2.5
CCOc1cc(C(=O)OC(C)C(=O)Nc2ncc(Cl)cc2Cl)ccc1OCC(=O)N1CCOCC1 (configuration not stated),-0.4,-3.2,4.9,2.3,-1.7,0.4,-1.2,0.1,2.2,3.7
C/C(=N/NC(=O)Cc1cccc2ccccc12)c1cccs1,-1.8,2.1,-14.8,6.7,8.3,2.8,0.3,-4.1,-7.7,3.5
COC(=O)c1c(SCC(=O)NC2CCCCC2)[nH]c2ccccc2c1=O,0.2,-87.3,-51.0,-80.6,0.0,0.8,-2.2,20.3,-21.9,-3.2
Cc1ccc(C(O)c2ncc(-c3cccc(F)c3)[nH]2)cc1 (configuration not stated),-0.3,3.6,·,3.4,-0.7,9.7,-0.1,0.4,-0.4,2.5
COCCn1c(SCC(=O)Nc2ccc3c(c2)OCCO3)nnc1-c1c[nH]c2ccccc12,-4.6,5.0,-3.7,4.0,-4.1,-2.0,-2.4,-1.4,5.6,1.2
CCNC(=O)Cn1c(=O)c(=O)n(Cc2ccccc2)c2ccc(Cl)cc21,-4.0,0.5,11.5,4.7,1.3,-4.3,-1.0,1.0,-4.9,-3.0
Oc1ccccc1Nc1nc(NCc2ccco2)c2ccccc2n1,-0.9,-3.8,-7.4,5.7,-3.0,-1.9,0.8,10.3,15.3,-1.9
Cc1ccccc1OS(=O)(=O)c1cccc([N+](=O)[O-])c1,2.0,0.9,4.9,0.1,3.2,-0.9,-0.2,0.7,-2.5,-8.7
CCOc1cc(CN2CCN(S(=O)(=O)Cc3ccccc3)CC2)ccc1OC,0.0,-6.4,-1.5,5.2,-1.4,-6.2,0.1,-5.5,3.3,3.9
O=C(NC1CCN(Cc2ccccc2)CC1)c1cncc(Br)c1,3.3,-8.4,0.9,3.9,0.5,-6.9,-0.4,-5.5,9.0,-4.6
CCOC(=O)CN(C)Cc1cn(C)nc1-c1ccc(Oc2ccccc2)cc1,-1.9,3.5,-9.6,2.5,-1.1,8.9,-2.1,-11.1,-0.5,-1.9
COc1ccc(-c2nnc(NC(=O)CS(=O)(=O)c3ccc(Cl)cc3)o2)c(OC)c1,-2.4,-1.0,5.5,13.4,2.4,3.2,-1.3,21.5,2.6,3.3

# 2 neighbouring records from above:
SMILES,PRMT1 inh,TCR-CD3 inh,HTRA1 inh,SIAE inh,Rev-erbA mod,TDP2 inh,PG9 binder,rCAG RNA binder,ABHD4 inh,LEDGF integ inh
O=C(NCc1cccs1)Nc1cccs1,4.4,-2.9,7.3,0.3,3.0,5.5,0.8,5.3,6.8,1.6
Cc1cc(C)n(CCNC(=O)c2cc(COc3c(F)cccc3F)on2)n1,0.2,6.0,3.3,3.1,2.1,3.9,-0.8,-5.7,2.7,3.1

# Further structures follow:
SMILES,PRMT1 inh,TCR-CD3 inh,HTRA1 inh,SIAE inh,Rev-erbA mod,TDP2 inh,PG9 binder,rCAG RNA binder,ABHD4 inh,LEDGF integ inh
CCN(CC)CCN1C(=O)C(=O)/C(=C(/O)c2ccc(S(=O)(=O)N3CCOCC3)cc2)C1c1ccc(C(C)C)cc1 (configuration not stated),-2.5,-4.8,-6.8,-6.2,-4.9,-14.3,0.0,8.5,-4.9,9.9
O=C(CSC1=NCCS1)N1CCN(c2ccccc2)CC1,1.3,-1.6,-6.2,-1.8,-1.8,5.8,-0.5,-4.5,-4.2,3.1
CC(=O)N1CC(C)Sc2ccc(S(=O)(=O)NC3CCCCC3)cc21 (configuration not stated),-1.4,-1.3,8.6,-4.7,3.3,2.4,-2.0,-1.4,2.3,-0.5
COc1ccc(N2CCN(C(=O)CN(c3ccc(Br)cc3)S(C)(=O)=O)CC2)cc1,-2.4,3.3,-7.5,2.9,2.1,0.3,-0.9,-4.4,5.2,3.4
COc1cc(CNc2ccc3[nH]c(=O)[nH]c3c2)ccc1OCc1ccccc1F,29.4*,-6.4,10.1,2.8,0.3,-3.5,0.5,2.8,9.6,-8.2
Cc1nc(Nc2ccccc2)sc1C,9.0,-1.1,0.9,0.0,4.5,-7.8,-0.7,4.4,-8.2,-6.3
COc1ccc(OC)c(Nc2ncnc3ccccc23)c1,0.5,6.3,-11.2,2.4,-2.4,-12.3,-2.4,1.2,0.2,6.4
COc1ccc(C(=O)OCC(=O)Nc2ccc(F)cc2F)cc1OC,0.1,-2.4,1.5,8.0,2.5,-0.9,-0.9,-2.6,6.4,0.3
N[C@H]1CC[C@@H]2SC[C@@H](C(=O)O)N2C1=O,7.5,·,·,3.6,-9.5,9.4,·,2.6,-0.6,1.4
Cc1c(-n2c(-c3ccccc3Cl)n[nH]c2=S)c(=O)n(-c2ccccc2)n1C,3.9,-9.1,2.6,9.9,3.0,8.4,1.2,-2.1,9.5,-4.2
O=C(CSC1=NCCN1)C1COc2ccccc2O1 (configuration not stated),33.9*,11.9,-6.8,0.4,0.4,-3.8,-3.3,3.1,-0.4,-0.9
C[C@H]1[C@@H](O)CC[C@@]23CCCN2C(=O)CCC[C@@H]13,-2.6,·,·,-3.1,2.9,-5.5,·,·,-1.1,1.0
CC(=O)c1cccc(N(C(=O)CS(=O)CC(=O)Nc2ccc(F)cc2)C(C(=O)NC2CCCCC2)c2ccc(C)o2)c1 (configuration not stated),0.8,7.3,-1.0,-0.2,2.4,-0.7,-0.7,2.2,3.2,1.7
O=C(COC(=O)CCC(=O)c1ccc(F)cc1)Nc1ccc(N2CCOCC2)cc1,0.6,-1.2,4.6,3.0,0.8,1.1,3.8,3.8,5.2,1.9
COc1ccc(CCNC(=O)Cn2cnc3ccccc3c2=O)cc1OC,1.0,-3.4,6.6,0.2,-6.2,9.6,-0.7,-0.5,-2.2,-1.5
COC(=O)N1CC=CC1(C)C(=O)NCc1cc(F)cc(C(F)(F)F)c1 (configuration not stated),0.2,-2.9,-1.0,1.7,-4.2,1.2,1.4,-1.2,-5.4,1.0
O=C(Nc1cccc2ccccc12)c1ccc([N+](=O)[O-])s1,1.1,0.9,3.6,-3.5,-0.1,8.1,-1.4,3.4,5.3,3.7
O=C(NC1CCCCC1)c1ccc(CS(=O)Cc2ccc(Cl)cc2)o1 (configuration not stated),2.4,-2.0,7.3,-2.4,6.9,-3.2,-0.1,-5.2,3.1,-3.2
CC(C)OC(=O)C1OC1(C)c1ccccc1 (configuration not stated),4.0,-1.8,0.7,0.9,5.0,4.2,1.0,0.2,2.7,-2.2
CC(C)c1ccc(NC(=O)Nc2nc(C(N)CCc3ccccc3)cs2)cc1 (configuration not stated),3.0,-7.7,·,0.9,-0.6,-3.8,0.2,30.4,28.1,1.9
O=C(N/C(=C\c1ccc(Cl)cc1)C(=O)N1CCOCC1)c1ccc([N+](=O)[O-])cc1,-8.2,4.2,1.8,-3.3,3.8,-0.1,1.3,-3.1,-7.9,7.1
O=C(CCSCc1cccc(F)c1)NCCc1ccccc1,3.6,1.4,-1.4,-1.3,6.8,-13.2,-2.9,-3.9,-5.6,1.8
COC(=O)[C@@]12CCCCN1[C@H](c1ccc(-c3ccccc3)cc1)[C@@H]1C(=O)N(C)C(=O)[C@@H]12,-4.1,2.5,-6.1,3.7,1.4,-0.2,0.9,-2.0,-7.6,0.3
CCCCNC(=O)C(NC(=O)c1ccc(C(F)(F)F)cc1)C(=O)c1ccccc1 (configuration not stated),-0.6,4.7,·,0.7,4.9,1.7,-0.3,1.8,2.4,4.5
COc1ccc(C(=O)NCC(=O)OCC(=O)c2ccc3c(c2)OCCO3)cc1,-0.9,-1.0,-0.8,-5.2,-4.8,-9.7,0.8,-2.1,1.4,-1.2

# Additional compounds follow:
SMILES,PRMT1 inh,TCR-CD3 inh,HTRA1 inh,SIAE inh,Rev-erbA mod,TDP2 inh,PG9 binder,rCAG RNA binder,ABHD4 inh,LEDGF integ inh
O=C(COC(=O)C12CC3CC(CC(Br)(C3)C1)C2)N1CCOCC1,-2.8,5.2,2.3,-2.2,-0.4,10.2,1.5,-1.3,-2.5,2.4
Cn1c(CCNS(=O)(=O)c2ccccc2)nc2cc([N+](=O)[O-])ccc21,-1.3,9.8,0.7,0.1,-2.3,15.9,-1.0,1.4,-13.8,3.0
CCCC(C)C(=O)Nc1nnc(CCc2ccccc2)s1 (configuration not stated),-2.4,4.1,-1.1,-3.0,2.2,-14.5,-0.5,-11.5,0.7,0.8
O=C(c1ccc(Cl)cc1)N1CCCC(c2ccccc2)=N1,-1.1,-0.7,-13.5,8.3,0.2,5.5,0.3,-4.4,0.7,-2.0
CCO[C@H]1OC(C(=O)O)=C[C@@H](c2ccccc2)[C@@H]1CCCO,-3.1,10.3,5.6,-0.7,-3.2,10.4,0.8,2.8,5.7,1.8
CCOC(=O)c1c(NC(=O)CSc2nc3ccccc3c(=O)n2-c2ccccc2)sc(C(C)=O)c1C,-5.0,3.0,1.9,1.7,140.3*,9.1,1.0,7.5,1.2,4.6

# Only part of the results is shown; rates above refer to the full screens.
